BAZ2B block – blocks human BAZ2B | AlphaScreen BAZ2B-H3K14Ac peptide displacement | 4.4% of 360,000 active | Potency, µM (doses to about 114 µM), inactives show top-dose activity change, negative = inhibition, actives largely listed as inhibitors | Q9UIF8; note: potency is the fitted concentration of half-maximal effect; % is set by controls: 0 for no effect and ±100 for the full control effect; nearly all actives have a fitted effect of over 60% in size
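AlphaScreen displacement of biotin-H3(5-23)K14Ac peptide (50 nM final) from BAZ2B (50 nM final) in PBS pH 7.4, 0.01% Tween-20; complex preformed 30 min RT, then compounds (top 110 uM) 30 min RT, beads 20 min dark.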
HP1b chromo inh – inhibitors of HP1-beta chromodomain binding to methylated histone tails | P83916 | AlphaScreen HP1-beta / biotin-H3K9me3 peptide binding | Potency, µM (titrated, usually from 114 µM), inactives show at the top dose activity change, negative = inhibition, most hits filed as inhibitors | 0.56% of 390,000 active | AID 540317; note: potency is the fitted concentration of half-maximal effect; nearly all actives have a fitted effect of over 70% in size; inactives centre near 23
Target sequence (P83916 whole entry, looked up): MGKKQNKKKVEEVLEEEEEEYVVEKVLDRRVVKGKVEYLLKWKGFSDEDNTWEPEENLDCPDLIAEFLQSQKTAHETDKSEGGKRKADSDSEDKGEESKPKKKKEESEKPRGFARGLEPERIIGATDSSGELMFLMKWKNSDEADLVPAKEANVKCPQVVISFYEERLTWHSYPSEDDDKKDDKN
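AlphaScreen: HP1-beta (50 nM) preformed 30 min with biotin-H3(1-18)K9me3 peptide (50 nM) in PBS pH 7.4, 0.01% Tween-20. Compound added for 30 min at RT, then streptavidin donor/nickel chelate acceptor beads (10 ug/mL) for 30 min.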
POLH inh – DNA polymerase eta (human) inhibition | 1.2% of 390,000 active | recombinant Pol eta, fluorescent DNA replication assay | Potency, µM (highest dose often 114 µM), inactives show at the highest dose activity change, negative = inhibition, usual class: inhibitors; note: potency is the fitted concentration of half-maximal effect; % is set by controls: 0 for no effect and ±100 for the full control effect
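Pol eta at 10 nM preincubated with compounds 15 min at room temperature; reaction started with fluorescent substrate (50 nM final) and read kinetically at 0 and 10 min.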
JMJD2A Tudor inh – blocks the human JMJD2A Tudor domain; O75164; AlphaScreen JMJD2A-Tudor / H3K4me3 peptide binding; 4.4% of 390,000 active; Potency, µM (highest dose often 114 µM), without a hit: top-dose activity change, negative = inhibition, hits mostly inhibitors; AID 504339; note: potency is the fitted concentration of half-maximal effect; % is set by controls: 0 for no effect and ±100 for the full control effect; nearly all actives have a fitted effect of over 50% in size
GLS inhibitor – glutaminase GLS (human) inhibition. O94925. GLS enzymatic activity, qHTS titration. Potency, µM (doses to about 45.5 µM), without a hit: top-dose activity change, negative = inhibition, actives largely listed as inhibitors. 0.21% of 410,000 active. AID 624170; note: potency is the fitted concentration of half-maximal effect; % is set by controls: 0 for no effect and ±100 for the full control effect
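Assay buffer: 45 mM KH2PO4 pH 8.2, 0.02% Tween-20. hKGA acts on L-glutamine (1 mM solution added); product glutamate is reported by an oxidase/peroxidase Amplex Red coupling, with fluorescence taken at baseline and 30 min.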
G9a block – G9a (human) methyltransferase inhibition | G9a H3K9 monomethylation, AlphaScreen, 2 h | Potency, µM (titrated, usually from 102 µM), without a hit: at the top dose activity, negative = inhibition, hits mostly inhibitors | 8.8% of 350,000 active | Q96KQ7; note: potency is the fitted concentration of half-maximal effect; % is set by controls: 0 for no effect and ±100 for the full control effect; nearly all actives have a fitted effect of over 75% in size
Target sequence (Q96KQ7 913-1193 limits assumed): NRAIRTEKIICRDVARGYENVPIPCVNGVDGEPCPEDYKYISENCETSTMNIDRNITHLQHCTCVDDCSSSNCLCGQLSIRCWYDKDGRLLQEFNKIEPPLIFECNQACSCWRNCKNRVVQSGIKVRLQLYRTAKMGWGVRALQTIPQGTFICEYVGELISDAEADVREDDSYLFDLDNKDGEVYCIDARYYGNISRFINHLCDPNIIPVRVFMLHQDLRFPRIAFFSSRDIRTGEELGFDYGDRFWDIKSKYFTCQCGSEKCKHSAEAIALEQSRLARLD
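Using a bead-based AlphaScreen, monomethylated H3K9 product from 2 h room-temperature reactions (G9a 20 nM, peptide 500 nM, SAM 20 uM) was detected with 0.5 ug/mL rabbit anti-H3K9me1 antibody.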
PI4K2A block – PI4K2A (human) kinase inhibition. Q9BTU6. purified PI4K2A, ADP-Glo luminescence, 1 h; hits give low values. activity change, negative = inhibition, % at 76.9 µM. 0.13% of 420,000 active; in the data active = activity change below about -50%; inconclusive = mostly about -30% to -49%;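 note: -100% = wells without enzyme as full effect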
Target sequence (Q9BTU6 whole entry, looked up): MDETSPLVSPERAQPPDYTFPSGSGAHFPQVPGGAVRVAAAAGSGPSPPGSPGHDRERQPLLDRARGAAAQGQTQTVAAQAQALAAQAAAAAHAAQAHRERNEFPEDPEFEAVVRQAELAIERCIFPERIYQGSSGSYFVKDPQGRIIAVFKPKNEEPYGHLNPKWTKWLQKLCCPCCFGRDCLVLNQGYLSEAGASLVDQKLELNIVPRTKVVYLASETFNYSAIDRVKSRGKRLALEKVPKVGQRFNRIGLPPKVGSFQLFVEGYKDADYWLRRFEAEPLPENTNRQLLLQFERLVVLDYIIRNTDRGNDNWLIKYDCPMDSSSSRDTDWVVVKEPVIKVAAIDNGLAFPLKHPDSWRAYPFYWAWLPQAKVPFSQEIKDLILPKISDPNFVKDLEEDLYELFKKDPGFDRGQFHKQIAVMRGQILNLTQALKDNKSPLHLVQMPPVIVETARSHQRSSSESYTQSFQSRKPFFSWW
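PI4K2A activity was measured by ADP-Glo luminescence: enzyme (4 ug/mL stock) and phosphatidylinositol (1.2 mM stock) in Tris pH 7.5/MgCl2/EGTA/Triton X-100 buffer were reacted with ATP (300 microM stock) for one hour at ambient temperature.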
Pin1 inhibitor – blocks the human prolyl isomerase Pin1; Q13526; Pin1 FP peptide displacement, HiFluor488, 10 min; Potency, µM (titrated, usually from 115 µM), without a hit: at the highest dose activity, negative = inhibition, most hits filed as inhibitors; 0.009% of 390,000 active; AID 504891; active = well fitted inhibition curve with a large enough effect in the polarisation, with a control signal flat, not every such curve was filed as active; inconclusive = small, poorly fitted or top-dose-only effect, or effect the other way, or a change in a side signal; inactive = no such curve, though single readings can be large or run the other way; the % refers to the polarisation; note: potency is the fitted concentration of half-maximal effect; % is set by controls: 0 for no effect and ±100 for the full control effect
PGK inhibitor – T. brucei PGK inhibition; P07378; PGK/GAPDH coupled, Kinase-Glo luminescence, 60 min; Potency, µM (series often up to 57.5 µM), without a hit: top-dose activity change, negative = inhibition, usual class: inhibitors; 0.043% of 380,000 active; note: potency is the fitted concentration of half-maximal effect; % is set by controls: 0 for no effect and ±100 for the full control effect; nearly all actives have a fitted effect of over 60% in size
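Recombinant glycosomal PGK reaction used 1,3-bisphosphoglycerate generated in-well by GAPDH (100nM final) in 100mM TEA pH 7.6, 5mM MgCl2, 0.01% Tween-20. After 60 minutes at room temperature, ATP was read by Kinase-Glo Plus luminescence end-point.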
* hit, by the source's call; i = inactive; ? = inconclusive; · = not tested or not shown; [ ] = dose if it differs, or a comment. Unless noted, calls come from the whole dose curve; as a rule, active = well fitted curve in the direction sought with a large enough effect; inconclusive = small, poorly fitted or top-dose-only effect, or another doubt; inactive = no such curve, though single readings can be large; an effect the other way counts as inactive or inconclusive. Some of the compounds tested; rates above refer to the full screens.

SMILES	BAZ2B block	HP1b chromo inh	POLH inh	JMJD2A Tudor inh	GLS inhibitor	G9a block	PI4K2A block	Pin1 inhibitor	PGK inhibitor
C(=N\N1CCN(Cc2cccc3ccccc23)CC1)/c1cccs1	13µM*	?	-8%	40µM*	-11%	50µM*	-3	-1%	-8%
CC(=O)Nc1ccc(NC(=O)C(=O)N/N=C/c2cccnc2)cc1	-12%	43%[activator]	-9%	-12%	-13%	6%	4	-3%	-2%
CCN(Cc1ccccc1)c1ccc(/C=C(\C#N)c2ccccn2)cc1	8%	188%[activator]	-16%	114%[activator]	-3%	50µM*	1	?	-1%
CCOc1ccc(OCC)c(NC(=O)C2CCN(S(=O)(=O)c3c(C)noc3/C=C/c3ccccc3F)CC2)c1	1%	17%[57 µM]	-20%	-14%	5%	-6%[59 µM]	-4	-6%	-8%
O=C(C1CCN(Cc2ccc(Cl)cc2)CC1)N1CCN(C(c2ccccc2)c2ccccc2)CC1	79µM*	?	-15%	?	4%	20µM*	4	0%	i
Cc1ccc(NC(=O)NNc2cccc(Cl)n2)cc1	2%	45%[activator]	-13%	-8%	1%	?	-3	-1%	-2%
C=CCn1c(COc2ccc(F)cc2)nnc1SCC(=O)Nc1cccc(S(N)(=O)=O)c1	?	31%	-17%	-18%	5%	-13%	-2	-10%	-10%
Cc1ccc(-c2noc(CSc3nc(N)cc(N)n3)n2)cc1	-1%	14%	-15%	-17%	-4%	9%[59 µM]	7	0%	-1%
CC(=O)OCCc1c2ccccc2c(CCCN(C)C)c2ccccc12	·	66%[activator]	-12%	-5%	0%	·	1	-15%	-5%
C[C@H](CO)N1C[C@H](C)[C@H](CN(C)Cc2ccccc2)Oc2ccc(NC(=O)Nc3ccc(F)cc3)cc2C1=O	·	4%	-22%	?	6%	·	0	-6%	13%
CCN(CC(=O)Nc1cccc(S(=O)(=O)N(C)c2ccccc2)c1)Cc1ccccc1	32%[activator]	29%	-9%	-12%	7%	9%[12.7 µM]	-5	3%	i
CCOc1ccccc1NC(=O)C(Cc1ccccc1)NS(=O)(=O)c1ccc(Br)s1 (centres undefined)	-1%	38%	-16%	-17%	-11%	-16%[59 µM]	1	17%	1%
Cc1ccc(-n2nc(C)c3c2OC(N)=C(C#N)C3c2ccccc2F)cc1 (centres undefined)	?	-16%	-9%	?	3%	-6%[0.0925 µM]	-9	-4%	-6%
COc1cccc(C(=O)NNC(=O)C(=O)Nc2ccc(OC)cc2OC)c1	-20%	12%	-11%	-13%	2%	26%	-1	-17%	i
Cc1cc(NC(=O)C2C3C(=O)N(c4cccnc4)C(C(=O)NC(C)(C)C)C34C=CC2(C)O4)no1 (centres undefined)	0%	20%	-22%	1%	-5%	14%	4	-1%	1%
Cc1ccc(N(C(=O)Cn2nnc(-c3cccs3)n2)C(C(=O)NC2CCCC2)c2ccncc2)cc1 (centres undefined)	7%	59%	-9%	-13%	1%	14%	-1	-7%	i
COc1ccc(CNC(=O)N[C@@H](CC(C)C)C(=O)O)cc1OC	-4%	19%	-15%	-13%	-1%	?	-4	4%	-8%
O=c1nc2n(c3ncccc13)CCCCC2	-1%	21%	-10%	-8%	-15%	1%	0	41%[activator]	0%
O=C(Nc1c2c(nn1-c1ccccc1)CS(=O)(=O)C2)c1cccs1	-2%	16%	-3%	-3%	9%	·	-1	3%	0%
Cc1ccc2nc(-c3ccc(SCC(=O)Nc4ccc5c(c4)OCCO5)nc3)[nH]c2c1	-8%	34%	?	-5%	-3%	-7%[59 µM]	0	16%	-2%

Ordered by value in POLH inh (smallest number first): some entries from above.
SMILES	BAZ2B block	HP1b chromo inh	POLH inh	JMJD2A Tudor inh	GLS inhibitor	G9a block	PI4K2A block	Pin1 inhibitor	PGK inhibitor
Cc1cc(NC(=O)C2C3C(=O)N(c4cccnc4)C(C(=O)NC(C)(C)C)C34C=CC2(C)O4)no1 (centres undefined)	0%	20%	-22%	1%	-5%	14%	4	-1%	1%
CCOc1ccc(OCC)c(NC(=O)C2CCN(S(=O)(=O)c3c(C)noc3/C=C/c3ccccc3F)CC2)c1	1%	17%[57 µM]	-20%	-14%	5%	-6%[59 µM]	-4	-6%	-8%
O=c1nc2n(c3ncccc13)CCCCC2	-1%	21%	-10%	-8%	-15%	1%	0	41%[activator]	0%

Continued.
SMILES	BAZ2B block	HP1b chromo inh	POLH inh	JMJD2A Tudor inh	GLS inhibitor	G9a block	PI4K2A block	Pin1 inhibitor	PGK inhibitor
Nn1c(SCC(=O)Nc2ccccc2F)nc2ccccc2c1=O	11%	-4%	-4%	-5%	5%	14%[59 µM]	0	-1%	-4%
Cn1c(=O)c(C(=O)CSc2nncs2)c(N)n(Cc2ccccc2)c1=O	6%	5%	4%	-18%	?	14%[59 µM]	-5	-1%	-15%
Oc1c(C(c2ccccc2)N2CCOCC2)ccc2ccccc12 (centres undefined)	·	14µM*	-4%	10µM*	?	·	2	1%	-3%
O=S(=O)(c1ccccc1)C1CC1(c1ccccc1)c1ccccc1 (centres undefined)	·	50%[activator]	-20%	3%	-2%	·	-4	0%	-7%
CCOC(=O)c1ccc(Nc2nnc3nc(C)cc(C)n23)cc1	6%	26%	-9%	-10%	17%	-31%[12.7 µM]	11	-7%	1%
CN(C)/C=C1/NC(=S)NC1=O	-8%	89µM*	-24%	8.9µM*	10µM*	35µM*	-23	-13%	i
COCCN(CCOC)c1nc(-c2ccccc2)nc2ccccc12	22%	92%[activator]	-18%	56%[activator]	1%	·	-1	-2%	0%
O=C(Nc1ccc(C(F)(F)F)cc1)c1ccccc1	-13%	50%[activator]	1%	-19%	-4%	5%[0.501 µM]	-4	1%	i
CCOC(=O)c1[nH]c(C)c(/C(O)=C2\C(=O)C(=O)N(CCN(C)C)C2c2cccc(OC)c2OC)c1C (centres undefined)	?	18%	-17%	-32%	12%	?	-2	-4%	i
CCOc1ccc(NC(=O)CN(C)C(=O)c2ccccc2SCC(=O)N2CCCC2)cc1OCC	3%	29%	-2%	-3%	5%	6%[0.501 µM]	-4	-7%	0%
OCc1ccnc2c(O)cccc12	1.4µM*	-4%	1%	13µM*	1%	-7%[2.33 µM]	?	?	0%
CSc1cccc(NS(=O)(=O)c2cc(Br)cnc2N)c1	-18%	54%[activator]	-10%	8%	0%	·	4	3%	-3%
Cc1nn(-c2ccc(F)cc2)c(Cl)c1/C=N/NC(=O)c1cccs1	1%	22%	?	-22%	0%	23%	5	21%	-2%
O=[N+]([O-])c1cccc(S(=O)(=O)Nc2ccc(-c3ccc(N4CCCC4)nn3)cc2)c1	-28%	11%	-11%	-25%	-9%	-45%	-1	1%	0%
CCCc1cc(C(=O)N2CCCC(C(=O)c3ccc(Cl)cc3)C2)n(C)n1 (centres undefined)	-15%	1%	-15%	-14%	-3%	5%	-1	-3%	-10%
COc1ccc(CNC(=S)NCc2ccc(OC)cc2)cc1	-22%	45%[activator]	-17%	-5%	-12%	-32%	-5	1%	0%
C=C(C)CNC(=S)N1CCN(C(c2ccccc2)c2ccccc2)CC1	-3%	52%[activator]	-13%	-16%[57.1 µM]	1%	19%	2	5%	0%
Cc1cc(C)cc(Nc2ncnc3c2nc2n3CCCC2)c1	-39%	20%	-10%	-19%	3%	-29%[59 µM]	-2	3%	8%
S=C(NC1CCCCC1)NC1CC2CCC(C1)N2Cc1ccccc1 (centres undefined)	-23%	5%	2%	-33%	1%	0%	-1	-15%	-8%
COc1ccc(-n2c3c(cc(-c4nc(-c5ccc(Cl)cc5)cs4)c2=O)C(=O)CC(C)(C)C3)cc1	?	46%	-15%	-14%	2%	4.5µM*	-4	-1%	-5%
CC(C)(C)c1nc2sc3c(c2c(=O)o1)CCCC3	8%	49%[activator]	-6%	18%	-5%	-9%	-6	-5%	2%
CC(Oc1ccccc1)C(=O)N1CCN(S(=O)(=O)c2ccc(OC(F)(F)F)cc2)CC1 (centres undefined)	·	·	-14%	·	-6%	·	-3	·	-1%
COc1cc(C(=O)NC(=S)Nc2ccc([N+](=O)[O-])cc2C)cc(OC)c1OC	7%	-14%	-3%	?	-2%	-20%[59 µM]	0	-7%	0%
COc1ccc(S(=O)(=O)Cc2ccc(C(=O)NC3CCC(C)CC3)o2)cc1 (centres undefined)	-12%	30%	-1%	-18%	-8%	25%	6	-2%	-10%
CC(C)N1C(=O)CCC1C(=O)NCc1ccco1 (centres undefined)	0%	33%	-19%	3%	-2%	11%	2	?	-6%
O=C(NCc1ccncc1)C(=O)NCC1OCCN1S(=O)(=O)c1ccc(Br)cc1 (centres undefined)	-6%	20%	3%	-3%	1%	1%	-1	-18%	-4%
CN1CN(C)C(c2ccncc2)=C1c1ccncc1	-9%	22%	-3%	-7%	-28%	40µM*	-2	3%	i
Cc1ccc(C)n1-c1nnc(N2CCC(C(=O)Nc3ccccc3Br)CC2)s1	-13%	15%	·	-25%	-2%	0%[59 µM]	0	4%	·
OCCN(Cc1ccccc1)c1ncnc2sccc12	1%	24%	13%	-7%	1%	-8%	-1	15%	-2%
Cc1cccc(NC(=O)C(=O)NCC(c2cccnc2)N2CCOCC2)c1 (centres undefined)	-3%	54%[activator]	-10%	-8%	-3%	-15%[59 µM]	-3	-6%	i
O=C(COc1ccccc1Cl)NC(=S)Nc1cccc(NC(=O)c2ccccc2Cl)c1	6%[57.1 µM]	23%	-9%	-16%	26%	6%	0	18%	-1%
Cc1ccc(C)c(S(=O)(=O)N2CCCC2CNC(=O)C(=O)NCCN2CCOCC2)c1 (centres undefined)	8%	15%	-12%	-5%	7%	1%	3	0%	8%
O=C(Cn1cc(S(=O)(=O)Cc2ccccc2F)c2ccccc21)NCc1ccccc1	-2%	11%	-19%	-17%	-7%	2%[59 µM]	-1	-1%	-11%
CCOc1ccc(OCc2ccc(C(=O)N3CCOCC3)cc2)cc1	-16%	21%	-16%	-2%	·	-38%[59 µM]	2	-14%	-2%
